Screens as filed in PubChem.
Mcl1 Bid PPI = disrupts binding of human Mcl-1 to Bid peptide; Q07820; TR-FRET Mcl-1/Bid-Dy647 peptide binding, 1536-well; inhibition, % at 21.7 µM; 0.97% of 220,000 active; AID 1021;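 active means compounds that cut the binding signal by more than half at the single screening dose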;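 further: His-tagged Mcl-1 with europium anti-His antibody binding Bid BH3 peptide; 0% = Mcl-1 plus peptide wells and 100% = peptide-only wells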
Target sequence (Q07820 whole entry, looked up): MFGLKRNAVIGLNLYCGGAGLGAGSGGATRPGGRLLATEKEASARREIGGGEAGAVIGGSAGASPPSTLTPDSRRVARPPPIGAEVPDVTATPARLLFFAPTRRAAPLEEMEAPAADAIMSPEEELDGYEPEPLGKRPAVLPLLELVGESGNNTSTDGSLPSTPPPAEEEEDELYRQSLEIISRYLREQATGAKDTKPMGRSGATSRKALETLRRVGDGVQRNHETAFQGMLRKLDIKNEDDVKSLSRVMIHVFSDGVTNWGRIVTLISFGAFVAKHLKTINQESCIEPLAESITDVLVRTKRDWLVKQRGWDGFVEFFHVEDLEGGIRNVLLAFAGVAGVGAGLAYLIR
Bim-Mcl-1 = inhibitors of Bim-Mcl-1 interaction, human; Bead-based flow cytometry, Bim peptide-Mcl-1 binding; inhibition, % at 10 µM; 0.1% of 190,000 active; in the data active means inhibition above about 40%;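 further: 0% = no compound tracer wells and 100% = peptide blocker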
Avidin fluor = avidin bead compound fluorescence profile | AID 1775 | Avidin beads, compound fluorescence 488/530 nm, flow cytometry; stronger effect = higher value | 0.38% of 220,000 active | fluorescence (KMESF) at 10 µM; in the data active means fluorescence above about 47; further: inactives centre near 10
Pf gamet viab = P. falciparum stage V gametocyte viability inhibition; inhibition, % at 10.9 µM; 0.065% of 150,000 active; P. falciparum stage V gametocytes, ATP luminescence, 24 h;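 active means inhibition above the mean plus 3 SD of compounds within the control limits, set per campaign, cut at about 38% in these data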;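 further: 0% = DMSO wells and 100% = medium only without gametocytes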
RGS8-Gao = regulators of human RGS8-Galphao interaction; P09471; multiplexed bead flow cytometry, RGS8-Galphao binding; actives lie on both sides; response (percent of control binding), % at 10 µM; 0.34% of 220,000 active; AID 1423; in the data active means response below about 60% or above about 140%; inactive means in between;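 further: Galphao activated as the GDP aluminium fluoride complex binding bead-coupled RGS8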
RGS4-Gao reg = human RGS4-Galphao interaction regulation | P09471 | Multiplexed bead flow cytometry, RGS4-Galphao binding; actives lie on both sides | binding response (% of control), % at 10 µM | 0.33% of 220,000 active | AID 1415; in the data active means binding response below about 49% or above about 150%; inactive means in between;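 further: fluorescent Galphao activated with aluminum fluoride binding bead-coupled RGS4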
ABCB1 block = blocks JC-1 efflux by human ABCB1 transporter; P08183; CCRF-Adr cells, flow cytometry; inhibition, % at 6.6 µM; 0.067% of 190,000 active; AID 1326; in the data active means inhibition above about 40%;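 further: 0% = vehicle and 100% = reference inhibitor; higher value means more JC-1 retained so stronger ABCB1 efflux block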
RGS7-Gao = human RGS7-Galphao interaction regulation; Multiplexed bead flow cytometry, RGS7-Galphao binding; actives lie on both sides; binding response (% of control), % at 10 µM; 0.35% of 220,000 active; in the data active means binding response below about 49% or above about 150%; inconclusive means no clear call, values can overlap the other calls; inactive means in between;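 further: fluorescent Galphao held in activated GDP-AlF4 state binding bead-coupled RGS7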
ABCG2 inh = inhibitors of human ABCG2 transporter, ABCB1 counter-screen. Q9UNQ0. IgMXP3 cells, JC-1 efflux, flow cytometry. inhibition, % at 6.6 µM. 0.1% of 190,000 active. AID 1325;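 active means inhibition above 80%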;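 further: 0% = DMSO and 100% = nicardipine control wells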
Target sequence (Q9UNQ0 whole entry, looked up): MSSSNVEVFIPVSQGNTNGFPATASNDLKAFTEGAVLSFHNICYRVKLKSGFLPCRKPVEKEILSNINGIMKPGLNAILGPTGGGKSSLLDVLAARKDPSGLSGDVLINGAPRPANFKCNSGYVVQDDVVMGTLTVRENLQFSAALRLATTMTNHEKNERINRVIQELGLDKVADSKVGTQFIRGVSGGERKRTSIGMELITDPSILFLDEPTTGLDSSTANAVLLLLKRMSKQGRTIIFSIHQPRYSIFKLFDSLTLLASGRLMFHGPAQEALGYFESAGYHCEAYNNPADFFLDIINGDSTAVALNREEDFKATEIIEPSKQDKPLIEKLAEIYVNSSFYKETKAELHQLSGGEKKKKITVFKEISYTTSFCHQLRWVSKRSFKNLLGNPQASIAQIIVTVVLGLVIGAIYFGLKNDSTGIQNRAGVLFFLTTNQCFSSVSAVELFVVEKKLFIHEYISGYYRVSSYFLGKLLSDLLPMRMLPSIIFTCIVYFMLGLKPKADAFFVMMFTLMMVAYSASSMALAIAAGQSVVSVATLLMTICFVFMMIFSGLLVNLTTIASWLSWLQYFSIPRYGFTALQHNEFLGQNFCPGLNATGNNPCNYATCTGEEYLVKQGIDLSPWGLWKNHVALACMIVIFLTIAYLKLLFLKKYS
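Incubation: cells with compound and JC-1, 10 min at 25 °C, rotating, no wash / Test system: IgMXP3 (ABCG2) plus far-red-tagged CCRF-Adr (ABCB1) cells / Compound dosing: one concentration, 6.6 µM final / Also added: JC-1 fluorescent substrate / Evaluation: efflux inhibition in percent versus controls / Detection: flow cytometry, 530 nm JC-1 signal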
GSH fluor = GSH bead compound fluorescence profile. 0.25% of 190,000 active. fluorescence (KMESF) at 10 µM. GSH beads flow cytometry, compound fluorescence 488/530 nm; stronger effect = higher value. AID 1776; in the data active means fluorescence above about 89;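 further: glutathione beads carrying GST-tagged Bcl family fusion proteins plus one bare bead set; values are compound well signal with DMSO vehicle wells as background; inactives centre near 16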
Mcl1 Noxa PPI = disrupts binding of human Mcl-1 to Noxa peptide | TR-FRET Mcl-1/Noxa peptide binding, 2 h | inhibition, % at 21.7 µM | Q07820 | 1.5% of 220,000 active;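 active means compounds that cut the protein-peptide binding signal by more than 50% relative to plate controls in a single-dose test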;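 further: His-tagged Mcl-1 with rhodamine Noxa BH3 peptide and terbium anti-His antibody; 0% = Mcl-1 plus Noxa peptide wells and 100% = peptide-only wells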
The depositor's hits bear a star; ? = inconclusive; . = not tested or not shown.

SMILES	Mcl1 Bid PPI	Bim-Mcl-1	Avidin fluor	Pf gamet viab	RGS8-Gao	RGS4-Gao reg	ABCB1 block	RGS7-Gao	ABCG2 inh	GSH fluor	Mcl1 Noxa PPI
O=C(OCc1ccc(COC(=O)c2cccnc2Cl)cc1)c1cccnc1Cl	-28	-1	9	2	100	100	0.5	?	6	14	10
COc1ccc(-c2nnc(NC(=O)C(C)C)o2)cc1	-28	-1	6	.	104	103	0.7	104	4	18	-9
CC(=O)Nc1ccc(OCc2cnc(Cl)s2)cc1	-25	0	9	-2	102	101	-0.2	100	5	15	-2
Cc1ccc(C2=NNC3(CCOC(C)(C)C3)S2)cc1 (stereo unspecified)	-67	0	8	3	103	101	-0.3	102	-1	9	-27
O=C(COC(=O)C1CC2C=CC1C2)Nc1ccc2c(c1)OC(F)(F)O2 (stereo unspecified)	-34	-3	20	.	96	99	-0.8	98	6	24	5
COCCCn1c(SCc2cccc(OC)c2)nc2cc(OC)c(OC)cc2c1=N	7	0	15	-4	101	105	0.5	105	1	17	7
COc1cc2c3c(c1)c(N=NC(N)=S)c(O)n3C(C)(C)C=C2C	-35	.	7	-3	105	103	.	?	.	.	-1
CCCCCCC#Cc1cncc(C(=O)NNC(=O)Nc2cc(Cl)cc(Cl)c2)c1	-2	.	6	1	103	115	.	?	.	.	-1
O=C(c1ccc(-n2cnnn2)cc1)N1CCN(C(c2ccccc2)c2ccccc2)CC1	-13	-1	5	.	101	105	1.4	103	2	22	12
NC(=O)COC(=O)c1cccc2c1-c1ccccc1C2=O	-2	3	11	-6	102	103	0.7	106	20	12	6
COc1ccc(NC(=S)N/N=C2\CC(C)(C)Oc3ccc(O)cc32)cc1	-65	-9	20	5	101	100	-0.7	97	8	9	-6
O=C(COC(=O)/C=C/c1ccccc1[N+](=O)[O-])Nc1ccc(OC(F)F)cc1	-13	-3	3	1	110	100	0.7	103	8	7	-3
Cc1ccc(NC2=C(Cl)C(=O)OC2OC(=O)c2ccco2)cc1C (stereo unspecified)	-17	-8	7	-24	101	99	0.0	99	0	9	26
COC(=O)c1cc(NC2c3ncccc3C(=O)N2Cc2ccccc2)cc(C(=O)OC)c1 (stereo unspecified)	10	1	24	.	103	102	1.2	101	5	23	9
O=C1CC(c2ccccc2)Cc2nc(NC3CC3)ncc21 (stereo unspecified)	-26	-2	13	24	101	104	0.3	99	19	14	6
CCOc1ccc(NC(=S)NCCCN2CCN(c3ccc(OC)cc3)CC2)cc1	-47	-2	10	-11	100	97	1.1	103	1	62	7
CC(C)N1C(=O)S/C(=C/c2ccc3c(c2)n(C)c(=O)n3C)C1=O	-9	-4	5	4	85	96	0.8	95	6	22	25
Cn1c(=O)c2c(nc(N/N=C/c3ccc(OC(=O)c4ccco4)cc3)n2Cc2ccccc2)n(C)c1=O	-45	-4	13	-16	103	103	-0.1	106	0	5	-4
COCCNC(=O)C(C#N)c1nc2ccccc2nc1N1CCCCCC1 (stereo unspecified)	-25	-1	32	.	109	102	1.6	105	10	15	19
S=c1[nH]nc(-c2ccccn2)n1/N=C/c1c(Cl)cccc1Cl	-47	.	9	-6	104	106	.	?	.	.	20
Cc1cc(SCC(=O)Nc2ccc(O)cc2)n2nc(C)c(-c3ccccc3)c2n1	-8	.	9	-7	103	105	.	?	.	.	13
CCC(=O)OCC(=O)Nc1cc(C)c(C)cc1[N+](=O)[O-]	1	0	26	.	103	104	-0.3	105	26	10	10
Cc1nnc(SCC(=O)N2CC(=O)Nc3ccccc32)n1-c1ccccc1	-9	-5	25	.	100	100	0.1	101	0	14	-7
O=C(Cn1ccsc1=NC(=O)C(F)(F)F)c1ccccc1	-2	-3	14	.	99	100	0.3	103	3	18	-3
CCOC(=O)C1CCN(Cc2ccc(F)cc2)CC1	51*	0	8	.	103	103	0.5	104	-10	21	-14

Remaining list, next part:
SMILES	Mcl1 Bid PPI	Bim-Mcl-1	Avidin fluor	Pf gamet viab	RGS8-Gao	RGS4-Gao reg	ABCB1 block	RGS7-Gao	ABCG2 inh	GSH fluor	Mcl1 Noxa PPI
COc1ccc(NC(=O)C2CCCN2C(=O)OCc2ccccc2)cc1 (stereo unspecified)	-15	.	5	0	99	96	.	?	.	.	-11
O=C(CSc1c(Cl)cccc1Cl)N1CCC(c2nc3ccccc3s2)CC1	-2	0	23	-12	100	103	0.1	105	1	30	12
CC(C)CNC(=O)C(=O)NCc1ccccn1	-11	-1	9	-23	100	99	0.3	98	1	15	12
Cc1ccc(/C=C/c2ccc(=O)n(Cc3ccc(F)cc3)n2)cc1	-23	0	8	5	100	97	1.3	?	19	15	-50
Cc1cc(-c2nc(C)c(-c3nnc(SCC(=O)Nc4ccccc4)n3C)s2)no1	-16	.	7	-21	98	103	.	?	.	.	3
CCOC(=O)c1nnn(-c2nonc2N)c1CN(CC)CC	-15	0	8	.	97	95	0.2	93	4	22	-2
COc1ccccc1NS(=O)(=O)c1cc([N+](=O)[O-])ccc1N/N=C/c1c(C)[nH]c2ccccc12	4	-3	28	.	104	114	8.8	141	7	16	19
Cc1ccc(NC2=NCC(=O)N2c2ccc3c(c2)OCCO3)c(C)c1	-23	-1	34	-32	99	99	1.7	102	44	23	4
COC(=O)CCCC(=O)Nc1ccc(Cl)c(Cl)c1	3	-2	38	.	101	97	0.8	99	11	24	0
CC(C)CNS(=O)(=O)c1ccc(CCC(=O)Nc2ccc3c(c2)OCCO3)cc1	-2	0	9	.	100	100	1.1	99	11	16	-1
Cc1cccn2cc(-c3ccc(F)cc3)nc12	-15	-2	10	-2	97	93	0.8	96	5	26	-2
CSS(=O)(=O)c1cccc2cccnc12	-38	.	4	12	95	100	.	?	.	.	-8
COc1ccccc1CN1C2CCCC1CC(NC(=O)/C=C/c1ccccc1)C2 (stereo unspecified)	-8	0	8	-10	104	106	1.2	103	-3	14	-4
O=C(NNC(=O)c1ccccc1F)c1cccc(Cl)c1	-8	-2	10	.	101	101	0.5	95	3	28	.
CCCOc1ccc(N2C(=O)CC(N(CCOC34CC5CC(CC(C5)C3)C4)C(C)=O)C2=O)cc1 (stereo unspecified)	-29	-4	7	21	103	102	3.8	98	2	13	9
Cc1ccc(Nc2nc(NCCCN3CCOCC3)nc(N)c2[N+](=O)[O-])cc1C	-42	-9	5	-21	105	101	4.0	106	25	11	-3
CN(C)S(=O)(=O)c1ccc(-c2csc(N/N=C/c3ccc(O)cc3)n2)cc1	-85	.	5	1	99	93	.	?	.	.	27
Cc1cc(C)cc(OCC(=O)N/N=C/c2ccncc2)c1	-7	-5	13	3	100	96	0.5	100	11	15	13
CCN(CC)C(=O)Cn1c(=O)n(-c2ccccc2)c(=O)n1CC(=O)N(CC)CC	10	-1	8	5	100	105	0.8	98	4	14	14
CCN(CC)C(=S)Nc1ccc(OC)cc1	-18	-4	11	-28	99	102	0.1	100	1	13	10
O=c1c2cc3c(cc2[nH]c(=S)n1CCN1CCOCC1)OCO3	-36	-4	9	7	99	100	0.4	99	5	39	11
Cc1ccc(C)c(-n2c(SCC(=O)N3CCCC3)nnc2-c2ccccn2)c1	-33	1	9	7	91	97	1.8	98	3	40	-30
COc1ccc(C(=O)Nc2ccc(NC(=O)C(C)C)nc2)cc1	-9	3	12	-7	105	98	-0.1	97	-1	13	7
COCc1ccc(CN2CCCC(CO)(Cc3cccc(OC)c3)C2)o1 (stereo unspecified)	-31	.	3	0	98	96	.	?	.	.	13
CCOC(=O)C1(CCOc2ccccc2)CCN(Cc2ccc(COC)o2)CC1	-19	-4	5	-10	99	98	4.1	105	13	10	4

(next part)
SMILES	Mcl1 Bid PPI	Bim-Mcl-1	Avidin fluor	Pf gamet viab	RGS8-Gao	RGS4-Gao reg	ABCB1 block	RGS7-Gao	ABCG2 inh	GSH fluor	Mcl1 Noxa PPI
CC(C)(C)NC(=O)C(c1ccccc1F)N(Cc1ccco1)C(=O)c1csnn1 (stereo unspecified)	-17	0	17	-1	98	96	2.2	99	10	28	-5
CN=C(Nc1ccc(Cl)cc1)c1cccc(C(F)(F)F)c1	-2	1	32	15	98	93	1.7	94	9	25	9
Cc1ccc(C)n1NC(=O)c1ccc([N+](=O)[O-])cc1	-32	-2	7	17	98	98	3.1	102	15	15	14
CCn1c2ccccc2c2cc(NC(=O)COc3ccccc3OC)ccc21	11	0	12	15	101	91	0.5	99	6	13	11
Cc1cc(C)c(C)c(S(=O)(=O)Nc2ccc(O)cc2)c1C	-23	-1	10	-4	106	107	-0.1	105	-2	14	6
C#CCn1c(=NC(=O)c2ccc(Br)s2)sc2cccc(OC)c21	45	0	5	.	89	96	-1.8	95	-1	20	15
COc1ccc(O)c(C(=O)CC(=O)c2ccccc2C)c1	-61	0	7	.	108	90	0.4	93	2	20	0
O=C(Nc1nc2ccccc2s1)c1cc2c(s1)-c1ccccc1OC2	57*	0	7	.	100	100	-0.5	99	-1	17	14
O=C1/C(=C/c2cccc(F)c2)CSc2sccc21	1	0	14	-10	99	99	0.7	97	2	66	9
CCN(CC)C(=O)N1CCN(S(=O)(=O)c2ccccc2)CC1	-7	-2	12	-1	106	104	0.1	99	5	13	9
C=CCn1c(NCc2ccccc2)nc2ccccc21	-31	1	7	-9	104	105	0.2	100	1	56	1
COc1ccc(/C=C/C(=O)O)cc1S(=O)(=O)NCc1ccccc1	-15	.	9	-18	101	107	.	?	.	.	4
O=C(c1cc(COc2c(F)cccc2F)on1)N1CCC(c2ccccc2Cl)C1 (stereo unspecified)	-41	0	6	2	97	95	-0.5	88	3	18	-8
Cn1c(SCC#N)nnc1-c1cccnc1	-12	-1	9	-2	99	101	1.0	102	4	8	6
O=C(COC(=O)c1ccccc1NCc1ccco1)Nc1ccc2c(c1)OCO2	4	-3	11	-4	107	108	0.8	102	27	36	14
COCCn1c(SCC(=O)Nc2ccc3[nH]c(=O)[nH]c3c2)nc2ccccc2c1=O	-31	.	8	-10	104	107	.	?	.	.	36
COc1ccc(-c2csc(-c3[nH]cnc3N)n2)cc1	-152	-2	14	.	101	89	1.3	90	-1	14	5
CC(NC(=O)C(=O)NN=C1CCCCCCC1)c1ccccc1 (stereo unspecified)	-7	2	9	-7	98	100	0.2	92	1	21	-8
O=C(c1ccc(Cl)c(Cl)c1)N1CCC(=O)N(C(COCc2cccc(Cl)c2)Cc2ccccc2)CC1 (stereo unspecified)	5	0	10	.	101	104	1.3	100	3	18	11
Cc1ccccc1C(=O)NC1CCN(Cc2nnnn2Cc2ccc(F)cc2)CC1	-30	1	8	-7	101	98	0.7	102	2	55	1

Only ABCB1 block and RGS8-Gao (3 entries from above):
canonical_smiles	ABCB1 block	RGS8-Gao
CC(C)N1C(=O)S/C(=C/c2ccc3c(c2)n(C)c(=O)n3C)C1=O	0.8	85
Cn1c(=O)c2c(nc(N/N=C/c3ccc(OC(=O)c4ccco4)cc3)n2Cc2ccccc2)n(C)c1=O	-0.1	103
COCCNC(=O)C(C#N)c1nc2ccccc2nc1N1CCCCCC1 (stereo unspecified)	1.6	109
